Screens as filed in PubChem.
Nrf2 activator: activators of Nrf2 (ARE) signaling. AREc32 ARE-luciferase reporter (MCF7-derived line), luminescence, 24 h. Potency, µM (titrated, usually from 46.1 µM), for inactives: at the top dose activation, actives largely listed as activators. 0.31% of 410,000 active; note: potency is the fitted concentration of half-maximal effect; % of control where 0% means no effect; nearly all actives have a fitted effect of over 65% in size
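Luciferase luminescence (Steady-Glo, 30 min at room temperature) served as the read-out of ARE activation in AREc32 cells treated with compounds for 24 hr at 37 deg C.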
ATXN2 expr inh: inhibitors of ATXN2 expression. HEK-293 ATXN2-luciferase reporter, luminescence, 24 h. Potency, µM (doses to about 57 µM), for the others: top-dose activity change, negative = inhibition, usual class: inhibitors. 0.72% of 360,000 active. AID 1745845; note: potency is the fitted concentration of half-maximal effect; % is set by controls: 0 for no effect and ±100 for the full control effect; nearly all actives have a fitted effect of over 55% in size
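qHTS (up to 57 uM final) was run with 24 h compound exposure of reporter cells at 37 °C. Each well was multiplexed: SteadyGlo luminescence measured ATXN2-luciferase expression after a fluorogenic Gly-Phe-AFC viability readout (25 uM final).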
A549 tox: counter-screen for Nrf2 inhibitors: cytotoxicity in A549 cells. Potency, µM (doses to about 46 µM), for the others: at the highest dose activity change, negative = cytotoxicity, usual class: inhibitors. A549 ARE-Fluc cells, CellTiter-Fluor viability, 18-24 h. 0.16% of 390,000 active. AID 504648; note: potency is the fitted concentration of half-maximal effect; % is set by controls: 0 for no effect and ±100 for the full control effect
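Cytotoxicity counterscreen: CellTiter-Fluor fluorescence was measured in A549 ARE_Fluc cells after 18-24 h of compound exposure in a concentration series. The subsequent BugLite luminescent read reports ARE-luciferase activity.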
TGFb SMAD3 inh: blocks TGF-b signaling; Potency, µM (top dose mostly 46.1 µM), for inactives: top-dose activity, negative = inhibition, hits mostly inhibitors; 1.2% of 410,000 active; HepG2 CAGA-GFP TGF-b/SMAD3 reporter, GFP fluorescence, 18 h; TGF-beta stimulated, 500 pg/mL final; AID 588855; note: potency is the fitted concentration of half-maximal effect; % is set by controls: 0 for no effect and ±100 for the full control effect; nearly all actives have a fitted effect of over 65% in size
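Per well, imaged GFP fluorescence of HEPG2 CAGA-GFP cells gives the signal; cells get compound, then TGF-beta (500 pg/mL final), 18 h at 37 degrees C; %Activity versus -TGF-beta and +DMSO controls.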
ATXN viability: cell viability loss in ATXN counter-screen; AID 651635; S2 cells (HEK-293 line with an ATXN2-luciferase reporter) viability, CellTiter-Fluor protease fluorescence, 24 h; Potency, µM (series often up to 56.7 µM), actives largely listed as cytotoxic; 0.49% of 400,000 active; note: potency is the fitted concentration of half-maximal effect; nearly all actives have a fitted effect of over 40% in size
IL1B secr inh: blocks inflammasome-driven IL-1 beta release | THP-1 LPS/ATP IL-1B secretion, AlphaLISA, 16 h; stronger effect = lower value | activity change, % at 57.5 µM | 4.7% of 360,000 active; in the data active = activity change below about -50%; inconclusive = mostly about -30% to -49%; note: % is set by controls: 0 for no effect and ±100 for the full control effect
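Secreted IL-1B measured by AlphaLISA bead assay after 16 h compound exposure of THP-1 cells; compounds (final up to 57.5 uM) added 1 h before LPS (250 ng/mL) and ATP (1.25 mM) stimulation; lower signal means less secretion.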
Nrf2 inh: Nrf2 pathway inhibition. Potency, µM (titrated, usually from 46 µM), for inactives: at the top dose activity change, negative = inhibition, hits mostly inhibitors. AID 504444. A549 ARE-Fluc reporter, luciferase luminescence, 18-24 h. 2.1% of 360,000 active; note: potency is the fitted concentration of half-maximal effect; % is set by controls: 0 for no effect and ±100 for the full control effect; nearly all actives have a fitted effect of over 60% in size
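A549 ARE_Fluc cells (5000/well, 5% FBS OPTI-MEM) pre-incubated 2 h, then treated with compounds 18-24 h at 37C/5% CO2 in concentration-response. CellTiter-Fluor viability read first; BugLite luciferase luminescence after 15 min at room temperature gives Nrf2 activity.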
HepG2 viability: HepG2 cytotoxicity, counter-screen for TGF-b inhibitors; HepG2 CAGA-GFP viability, ATP luminescence, 18 h; Potency, µM (top dose mostly 46.1 µM), without a hit: top-dose activity change, negative = cytotoxicity, hits mostly cytotoxic; 0.76% of 410,000 active; AID 588856; note: potency is the fitted concentration of half-maximal effect; some results filed as inactive show a strong effect at the top dose
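CellTiter-Glo luminescence gave cytotoxicity after 18 hours at 37 degrees C. The cells were HepG2 CAGA-GFP in 1% FBS DMEM, stimulated with 500 pg/mL TGF-beta after compound addition. %Activity was normalised to no-cell wells (complete cell-killing) and DMSO (no toxicity), and curves were fitted and classified.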
MCF10A rereplic: DNA re-replication induction in MCF 10a cells; MCF 10A DNA re-replication, Hoechst nuclear intensity, 48 h; Potency, µM (doses to about 46.1 µM), for the others: at the top dose activity, positive = re-replication, hits mostly activators; 2.9% of 350,000 active; note: potency is the fitted concentration of half-maximal effect; % of control where 0% means no effect; nearly all actives have a fitted effect of over 50% in size
* marks the source's active call; other numbers are inactive results; i = inactive; u = inconclusive; x = no result given; [ ] = another dose, or the depositor's remark. Unless noted, calls come from the whole dose curve; as a rule, active = well fitted curve in the direction sought with a large enough effect; inconclusive = small, poorly fitted or top-dose-only effect, or another doubt; inactive = no such curve, though single readings can be large; an effect the other way counts as inactive or inconclusive.

Values run as follows: Nrf2 activator, ATXN2 expr inh, A549 tox, TGFb SMAD3 inh, ATXN viability, IL1B secr inh, Nrf2 inh, HepG2 viability, MCF10A rereplic
CCOCCCNC(=O)c1cn(CC(C)C)c(=O)c2cc(OC)c(OC)cc12
 : -0.8%, -5%, 0%, 24%, i, -13, -3%, 16%, 1%
CCOCCCn1c(SCC(=O)Nc2ccc(F)cc2)nc2c(sc3ccccc32)c1=O
 : 0.0%, -7%, -7%, -10%, i, x, x, -18%, x
Cc1c(/C=N/NC(=O)C2(O)c3ccccc3-c3ccccc32)cnn1C
 : 9.2%, 3%, 4%, -3%, i, 0, -5%, 7%, 15%
COc1ccccc1NC(=O)/C(=C/c1cccs1)NC(=O)c1ccco1
 : 1.6%, -2%, 4%, 5%, i, x, 4%, -11%, 2%
O=C(O)c1cn(Cc2ccccc2)nc1-c1cccnc1
 : -0.6%, x, 1%, -11%, i, -2, 9%, -5%, 1%
Cc1cc(N=Nc2ccccc2C(=O)O)c(C)c(C)c1O
 : 2.0%, -4%, -7%, 0%, 13µM*, 42, -2%, -5%, 25%
COc1ccc(/C=C/C(=O)Nc2nc3n(n2)C(c2ccccc2)C=C(c2ccccc2)N3)cc1 (stereo not given)
 : 6.6%, 2%, -4%, -5%, i, x, 0%, -14%, x
COc1ccc(N2C(=S)NC3N2C(=S)NC3(C)c2ccccc2)cc1 (stereo not given)
 : 3.4%, 96%[activator], -3%, u, i, -23, u, 9%, u
CCNC(=O)c1ccc(-n2c(-c3ccccc3)cc3c2CCCCC3)cc1
 : u, x, u, -23%, x, x, u, -16%, x
NS(=O)(=O)c1ccc(CCNC(=O)COC(=O)/C=C/c2ccccc2Cl)cc1
 : u, x, 0%, 2%, i, -11, 7%, 25%, -3%
Cc1ccc(CN2CCNC(=O)C2CC(=O)N(Cc2c(C)nn(C)c2C)C2CC2)o1 (stereo not given)
 : 0.6%, 20%, 0%, -23%, u, -12, -4%, 5%, 3%
CC(NC(=O)c1cccnc1Sc1ccccc1)c1ccc(S(N)(=O)=O)cc1 (stereo not given)
 : 0.3%, 6%, -2%, -10%, u, -4, u, -30%, -4%
CCC1(C)Cc2[nH]c(=O)c(C#N)cc2CO1 (stereo not given)
 : -0.2%, -1%, 7%, -1%, i, 13, -17%, 0%, 8%
CC1(C)COC(c2cccc(C3=NC(C)(C)CO3)n2)=N1
 : -0.2%, 12%, 1%, -7%, i, 4, 6%, 2%, 2%
CC1CCCC(C)N1CCCNC(=O)c1csc2c1CCCCC2 (stereo not given)
 : -0.1%, -20%, -10%, -2%, i, -16, 0%, -7%, 21%
Cc1onc(-c2ccccc2Cl)c1NC(=O)NCc1cccs1
 : 1.2%, 8%, 1%, -1%, i, -13, u, -61%, -11%
Cc1ccc(NC(=O)Nc2ncnc3nc[nH]c23)cc1
 : 0.6%, 37%[activator], 13%, -1%, i, 56, -9%, -6%, 4%
COC(=O)C1=C(C)N(CC2CC2)C(=NCc2cccc(Cl)c2)N[C@H]1c1ccccc1
 : -0.5%, -6%, 4%, u, i, -62*, 13%, -34%, -21%
CCCC1(c2ccccc2)NC(=O)N(CC(=O)Nc2ccc3c(c2)OCCO3)C1=O (stereo not given)
 : 0.7%, x, -2%, 6%, i, -19, -23%, 1%, -4%
COC(=O)c1cccc(S(=O)(=O)N2CCC(NC(=O)Nc3cccc(F)c3)CC2)c1
 : 0.2%, -5%, 13%, -23%, i, 8, 15%, -2%, -1%
CCCSc1ncnc2sc(C)c(C)c12
 : 7.9%, x, 9%, -26%, i, -1, 10%, -1%, u
Cc1noc(NS(=O)(=O)c2ccc(N/C=C\C(=O)c3ccc4c(c3)OCO4)cc2)c1C
 : 0.6%, 4%, 1%[1.84 µM], 16%, i, 6, 6%, -7%, 5.8µM*
CCOC(=O)Cc1csc(NC(=O)Cc2cccs2)n1
 : -0.2%, x, -12%, u, x, 13, 1%, -3%, 5%
CCCC(=O)Nc1cc(-c2nnc(OC)c3ccccc23)ccc1N1CCOCC1
 : 0.6%, 6%, -8%, u, i, -9, -12%, 4%, 4%
CCN(CC)S(=O)(=O)c1cccc(C(=O)OCC(=O)Nc2ccc3c(c2)c2ccccc2n3CC)c1
 : 3.3%, 0%, 11%, -17%, i, -10, -18%, 2%, 7%
Cc1ccc(S(=O)(=O)NCC(=O)NC2CCCC2)cc1
 : -0.5%, 10%, -1%, -3%, i, 14, 10%, -1%, -2%
CC(OC(=O)CC1CC2CCC1C2)C(=O)Nc1ccc(C(N)=O)cc1 (stereo not given)
 : 0.0%, x, -6%, 25%, i, -8, 3%, -7%, 3%
CCOc1ccc(-c2noc(CCC(N)=O)n2)cc1OCC
 : 0.2%, 3%, 2%, 1%, u, -22, -6%, 0%, 2%
Cc1occc1-c1nnc(SC(C)C(=O)Nc2ccccc2F)o1 (stereo not given)
 : 0.9%, -6%, -4%, 23%, i, 2, u, -52%, -1%
Cc1cc(/C=C2/C(=N)N3C(c4ccccc4)=CSC3=NC2=O)c(C)n1-c1ccccc1
 : 0.3%, 24%, -2%, 13%, x, 26, u, 18%, u
Cc1ccc(NC(=O)C2CCCN2C(=O)NC2CCCCC2)cc1 (stereo not given)
 : -0.8%, -22%, -6%, -4%, i, 13, 5%, -13%, -14%
COc1cc(OC)c2ccc(=O)oc2c1C(CC(=O)N1CCCC(C)C1)c1ccc2c(c1)OCO2 (stereo not given)
 : 1.0%, -6%, -15%, -13%, u, 0, 2%, 0%, -8%
C[C@H](CO)N1C[C@H](C)[C@@H](CN(C)S(=O)(=O)c2ccc(F)cc2)Oc2ccc(NC(=O)Nc3ccc(C(F)(F)F)cc3)cc2C1=O
 : -1.2%, u, -16%, u, i, u, u, -36%, -47%[inhibitor]
CCC(=O)N(c1nnc(SCC(=O)NN2C(=O)NC3(CCC(C)CC3)C2=O)s1)C1CC1 (stereo not given)
 : 0.5%, 10%, -4%, -1%, i, 16, 7%, 9%, u
O=C(N/N=C\c1ccc(-c2ccc(Cl)c(Cl)c2)o1)C(=O)N1CCCC1
 : -0.3%, -20%, -7%, 0%, i, 5, 0%, -1%, -11%
COc1ccc(NC(=O)C(=O)NCCC2CCCCN2S(=O)(=O)c2ccccc2)cc1 (stereo not given)
 : 0.3%, -23%, -10%, -23%, i, -1, 3%, -37%, u
O=[N+]([O-])c1cccc(S(=O)(=O)N2CCCC2)c1
 : 2.8%, -8%, 13%, 5%, i, 0, u, 8%, 1%
Cc1c(NC2=C(Cl)C(=O)N(c3ccccc3Cl)C2=O)c(=O)n(-c2ccccc2)n1C
 : -1.0%, 9%, -3%, 5%, i, 0, 6%, -1%, 13%
CS(=O)(=O)NCCc1csc2nc(-c3ccccc3)nn12
 : 1.0%, x, -13%, 0%, x, x, x, -11%, x
COc1cc(-c2nnc(SCc3ccccc3Cl)o2)cc(OC)c1OC
 : 6.2%, 25%, -15%, 10%, i, -59*, u, -2%, 21µM*
COc1ccc(OC)c2[nH]c(=O)c(CCNC(=O)CC(C)C)cc12
 : 0.0%, 6%, -9%, 8%, i, -23, -11%, 10%, 7%
Cc1cc(NC(NC(=O)c2ccco2)(C(F)(F)F)C(F)(F)F)no1
 : 1.4%, 3%, -1%, -4%, i, u, u, 5%, 8%
C#CCNC(=O)C1=C[C@@H](c2csc3ccccc23)[C@H](CCCO)[C@@H](OCC)O1
 : -0.1%, -8%, 6%, -13%, i, 11, -14%, -47%, u
CCOc1ccc(-c2nc(CSCC(=O)NC3CC3)c(C)o2)cc1
 : -3.2%, x, 0%, 22%, i, 10, u, -17%, 9%
Cc1nc(C)n(CC(O)COc2ccc3c(c2)CCC3)n1 (stereo not given)
 : -0.2%, 4%, 4%, -9%, i, 24, 1%, 1%, 6%
O=C(NCc1ccc(F)cc1)c1cc(S(=O)(=O)N2CCOCC2)ccc1F
 : 0.1%, 5%, 2%, -6%, u, -6, 7%, 2%, 4%
Cc1ccc(N2CC(NC(=O)c3ccc(S(=O)(=O)N4CCCCC4)cc3)CC2=O)cc1 (stereo not given)
 : 0.4%, x, 0%, 1%, x, x, x, -7%, x
O=C(COc1ccc(Br)cc1Cl)NC1CCN(Cc2ccccc2)CC1
 : -0.6%, -38%, 4%, u, i, -81*, -7%, -27%, 4%
CC(C)CCNC(=O)CN(Cc1ccco1)C(=O)CCC(=O)Nc1nccs1
 : 2.7%, -14%, -14%, 7%, u, 3, -14%, -7%, 8%
O=C(NCc1ccncc1)C1Cc2c(-c3ccc4c(c3)OCO4)ccnc2O1 (stereo not given)
 : 2.8%, -7%, x, 23%, i, 8, x, -10%, x
CCOc1ccccc1-c1nc(-c2ccc(NC(=O)Cc3ccc(OC)cc3)cc2)no1
 : -0.2%, u, -28%, -21%, u, -18, 21µM*, -20%, u
O=C(Nc1cccn2ncnc12)C(Cl)Cl
 : -0.3%, 4%, -15%, -2%, i, -19, -17%, -7%, 1%
COCCNC(=O)Nc1ccc(F)cc1
 : -0.1%, 0%, 6%, 6%, i, 33, 0%, 7%, 4%
COC(=O)c1ccccc1Oc1ccc(NC(=O)c2ccco2)cc1
 : 2.6%, x, 5%, 1%, i, 1, 2%, 6%, 10%
COc1cc(NC(=O)c2ccc(-c3cccc([N+](=O)[O-])c3)o2)ccc1NC(=O)C(C)C
 : 0.2%, -2%, -4%, 0%, i, 10, -13%, -46%, 11%
O=C(Nc1ccc(S(=O)(=O)N2CCCC2)cc1)c1ccc2c(=O)n3c(nc2c1)CCCCC3
 : -0.4%, -33%, 0%, u, i, -5, 1%, -6%, x
CCOc1cc(CNCc2ccc(C(=O)O)cc2)ccc1OC
 : -1.2%, -13%, -1%, -3%, i, 3, 6%, -25%, -9%

Some values from the list:
TGFb SMAD3 inh, `CCOc1ccc(-c2nc(CSCC(=O)NC3CC3)c(C)o2)cc1` reads 22%
TGFb SMAD3 inh, `O=C(NCc1ccc(F)cc1)c1cc(S(=O)(=O)N2CCOCC2)ccc1F` reads -6%
